PGC1a acetyl inh – PGC1a acetylation modulation, inhibitor mode | AID 651687 | actives 0.17% (n = 350,000) | inhibition, % at 15.6 µM | U2OS PGC1a acetylation, AlphaScreen anti-acetyl-lysine; with virally co-expressed GCN5 acetyltransferase;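 active = every replicate shows inhibition of at least 40%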;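 note: 0% = neutral control wells and 100% = positive control wells; some results beyond the cut were filed as inactive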
S100A4 MyoIIA – S100A4-myosin IIA interaction inhibition | P26447 | AID 652163 | inhibition, % at 10.7 µM | actives 0.14% (n = 360,000) | S100A4/TAMRA-MyoIIA peptide fluorescence polarization;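 active = mean inhibition of at least 70% across replicates, with every replicate also reaching that level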
Target sequence (P26447 whole entry, looked up): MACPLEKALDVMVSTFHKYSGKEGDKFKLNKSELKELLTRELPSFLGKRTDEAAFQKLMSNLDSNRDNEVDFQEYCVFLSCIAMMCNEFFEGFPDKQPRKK
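Material: S100A4 monomer protein | Medium: HEPES pH 7.2 with CaCl2, KCl, NaCl, DTT, Triton | Reagent: Labelled myosin peptide probe, 5 nM | Doses: One dose per compound | Times: 5 min incubation before reading | Benchmarks: Neutral control DMSO, positive control TFP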
C2C12 statin – protects C2C12 myotubes from simvastatin toxicity; ATP luminescence, 48 h; scaled: DMSO 0, geranylgeraniol control 100; rescue of ATP level, % at 7.49 µM; actives 0.78% (n = 330,000);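 active = mean ATP rescue above about 67%, or every replicate alone reaching that limit, limit read from the data, passing the limit was not always enough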;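 note: myotubes were challenged with 10 µM simvastatin during compound exposure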
Cneo AK release – causes C. neoformans cell lysis. AID 651654. actives 0.2% (n = 360,000). lysis activity, % at 15 µM. adenylate kinase release luminescence, 4 h; normalised: neutral wells 0, clomiphene wells 100;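 active = mean lysis activity across replicates of at least 80%, whatever share of replicates individually reach that level; inactive = mean lysis activity below 80%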
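Material – log-phase Cryptococcus neoformans yeast cells · Input – 5 × 10^6 yeast cells/mL · Medium – fresh YPD growth medium · Doses – single compound concentration per well · Timing – static 4 h at 37 °C with compound, 1 h detection · Detection – adenylate kinase release luminescence · Read-out – signal increase indicating cell lysis · Control set – Clomiphene as positive lysis control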
ERAP1 inh – inhibitors of human ERAP1 aminopeptidase; inhibition, % at 10.7 µM; Q9NZ08; AID 652197; actives 0.15% (n = 340,000); recombinant ERAP1, Leu-AMC fluorescence, 60 min;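 active = mean replicate inhibition of at least 30%, or all replicates individually reaching that 30% level; inactive = mean below 30% and not every replicate reaching it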;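 note: 0% = neutral control wells and 100% = L-leucinethiol positive control wells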
SIRT5 block – blocks human SIRT5 desuccinylation of peptide | Q9NXA8 | Purified SirT5, succinyl-peptide AMC, trypsin-coupled fluorescence | inhibition, % at 15 µM | actives 1.1% (n = 330,000) | AID 652115; in the data active = inhibition above about 15%
Target sequence (Q9NXA8 whole entry, looked up): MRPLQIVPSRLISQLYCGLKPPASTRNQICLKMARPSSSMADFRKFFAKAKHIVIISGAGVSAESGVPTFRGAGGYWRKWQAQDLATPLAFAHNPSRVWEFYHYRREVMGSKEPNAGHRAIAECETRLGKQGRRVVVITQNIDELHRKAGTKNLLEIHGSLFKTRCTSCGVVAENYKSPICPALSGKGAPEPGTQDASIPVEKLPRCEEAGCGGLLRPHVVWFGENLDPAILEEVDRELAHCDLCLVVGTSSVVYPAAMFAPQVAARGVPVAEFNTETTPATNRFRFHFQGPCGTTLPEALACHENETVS
XiGFP reactiv – activators of X-chromosome reactivation in mouse fibroblasts | actives 0.055% (n = 360,000) | AID 743238 | XiGFP mouse fibroblasts, % GFP-positive cells imaging, 3 d; cells co-treated with 5-aza-dC sensitizer; scaled so ellipticine positive control = 100% | activation, % at 7.58 µM;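 active = mean normalized replicate activation at least 10% and every replicate at or above 10%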;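 note: 0% = median of on-plate neutral control wells and 100% = ellipticine 6 µM median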
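Material: XiGFP fibroblasts, SV40-immortalized; Buffer or medium: DMEM containing 5-aza-dC; Compound dosing: single point; Times: 3 days compound exposure.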
LGR2 antag – inhibitors of bursicon-induced Drosophila LGR2 receptor cAMP signaling. inhibition, % at 9.99 µM. AID 720647. actives 0.35% (n = 380,000). HEK293 LGR2, CRE-luciferase, bursicon-stimulated, 4 h;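 active = drop in luminescence signal, shown as inhibition above about 50% in the replicate tests, limit read from the data, passing the limit was not always enough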;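 note: agonist challenge used bursicon conditioned medium at about half maximal strength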
Starred values were filed as active, the others as inactive; . = no result given; & = joins results of further samples; ! = a repeat was not active. This is a subset; the hit share may differ from the screen's.

Sample of the layout, 10 compounds:
SMILES | PGC1a acetyl inh | S100A4 MyoIIA | C2C12 statin | Cneo AK release | ERAP1 inh | SIRT5 block | XiGFP reactiv | LGR2 antag
C[C@@H]1CN([C@@H](C)CO)C(=O)c2cccc(NS(=O)(=O)c3ccccc3)c2O[C@H]1CN(C)CC1CC1 | 8 | 1 | -3 | 55 | -5 | 3 | 0.0 | -3
CC(C)(C)OC(=O)N1CCC(NC(=O)c2[nH]cnc2C(=O)Nc2ccccc2F)CC1 | 6 | 5 | -1 | 2 | 0 | . | 0.1 | -17
Cc1nc2c(sc(=S)n2Cc2ccco2)c(=O)n1CC(=O)Nc1cc(F)ccc1F | . | -2 | -2 | 1 | 0 | -1 | 0.0 | 9
Cc1ccc(S(=O)(=O)N(C)C[C@@H]2OCc3ccccc3-c3c(n(C)c4ccccc34)C(=O)N([C@@H](C)CO)C[C@@H]2C)cc1 | -1 | 8 | -10 | 1 | 0 | 18* | 0.0 | 22
Cc1cccc(C(=O)OCC(=O)NCC(C)C)c1O | -2 | 0 | 2 | -1 | -2 | -2 | -0.8 | -1
Cc1ccn2c(Nc3ccccc3C)c(-c3ccccn3)nc2c1 | 5 | -10 | -7 | 3 | 7 | -2 | -0.2 | 23
CNC(=O)c1ccc(Nc2nnc(-c3ccc(C)c(S(N)(=O)=O)c3)c3ccccc23)cc1 | -1 | -3 | -8 | 0 | 14 | 2 | 0.3 | 0
COc1ccc(S(=O)(=O)Nc2cccc3c2O[C@H](CN(C)Cc2ccc(C(=O)Nc4ccccc4N)cc2)[C@@H](C)CN([C@H](C)CO)C3=O)cc1 | 0 | -5 | -21 | 13 | -5 | 3 | -0.6 | -16
COC(=O)c1ccc(CNC(=O)C(C)N=C2NS(=O)(=O)c3ccccc32)cc1 (configuration not stated) | . | 1 | . | . | 2 | 0 | 1.3 | 16
CCCn1c(NC(=O)CCNC(=O)c2ccccc2Cl)nc2ccccc21 | -3 | 1 | -9 | 0 | -4 | -1 | 0.5 | 25

All compounds of this part (from the top)
SMILES | PGC1a acetyl inh | S100A4 MyoIIA | C2C12 statin | Cneo AK release | ERAP1 inh | SIRT5 block | XiGFP reactiv | LGR2 antag
C[C@@H]1CN([C@@H](C)CO)C(=O)c2cccc(NS(=O)(=O)c3ccccc3)c2O[C@H]1CN(C)CC1CC1 | 8 | 1 | -3 | 55 | -5 | 3 | 0.0 | -3
CC(C)(C)OC(=O)N1CCC(NC(=O)c2[nH]cnc2C(=O)Nc2ccccc2F)CC1 | 6 | 5 | -1 | 2 | 0 | . | 0.1 | -17
Cc1nc2c(sc(=S)n2Cc2ccco2)c(=O)n1CC(=O)Nc1cc(F)ccc1F | . | -2 | -2 | 1 | 0 | -1 | 0.0 | 9
Cc1ccc(S(=O)(=O)N(C)C[C@@H]2OCc3ccccc3-c3c(n(C)c4ccccc34)C(=O)N([C@@H](C)CO)C[C@@H]2C)cc1 | -1 | 8 | -10 | 1 | 0 | 18* | 0.0 | 22
Cc1cccc(C(=O)OCC(=O)NCC(C)C)c1O | -2 | 0 | 2 | -1 | -2 | -2 | -0.8 | -1
Cc1ccn2c(Nc3ccccc3C)c(-c3ccccn3)nc2c1 | 5 | -10 | -7 | 3 | 7 | -2 | -0.2 | 23
CNC(=O)c1ccc(Nc2nnc(-c3ccc(C)c(S(N)(=O)=O)c3)c3ccccc23)cc1 | -1 | -3 | -8 | 0 | 14 | 2 | 0.3 | 0
COc1ccc(S(=O)(=O)Nc2cccc3c2O[C@H](CN(C)Cc2ccc(C(=O)Nc4ccccc4N)cc2)[C@@H](C)CN([C@H](C)CO)C3=O)cc1 | 0 | -5 | -21 | 13 | -5 | 3 | -0.6 | -16
COC(=O)c1ccc(CNC(=O)C(C)N=C2NS(=O)(=O)c3ccccc32)cc1 (configuration not stated) | . | 1 | . | . | 2 | 0 | 1.3 | 16
CCCn1c(NC(=O)CCNC(=O)c2ccccc2Cl)nc2ccccc21 | -3 | 1 | -9 | 0 | -4 | -1 | 0.5 | 25
C[C@@H]1CN([C@@H](C)CO)C(=O)c2cc(NC(=O)C3CCCCC3)ccc2O[C@@H](C)CCCCO[C@@H]1CN(C)Cc1ccc(C(=O)O)cc1 | 6 | 11 | . | 3 | -4 | 1 | 0.0 | 29
CCOc1cc(N2CCOCC2)c(OCC)cc1NC(=O)CN1C(=O)NC(C)(C2CC2)C1=O (configuration not stated) | -2 | -12 | . | . | -2 | -1 | 0.0 | 20
O=S(=O)(c1ccc(F)cc1)N1CCCCN2[C@@H](CO)[C@H](c3ccc(C#CC4CC4)cc3)[C@@H]2C1 | -7 | 3 | -9 | 46 | 1 | 8 | 0.0 | 0
O=C(NC1CCCCC1)C1CC(=O)N(c2ccccc2)C1 (configuration not stated) | 30 | 4 | 4 | 3 | 3 | 0 | 0.0 | 12
COc1ccc(N2C(=O)CCC(C(=O)c3ccccc3)=C2C)cc1 | 7 | 0 | 5 | 2 | 4 | -2 | . | 5
CCOc1ccccc1NC(=O)COC(=O)CCOc1cc(C)ccc1C | . | -12 | -6 | 0 | 0 | 2 | 0.1 | -5
Cc1ccc(SCC(=O)N2N=CCC2c2ccccc2)cc1 (configuration not stated) | 5 | -30 | . | . | -3 | -1 | 0.0 | -36
Cc1ccc(-c2nc3sc(C(N)=O)c(N)c3c3c2CCCC3)cc1 | . | -1 | . | . | -3 | . | 0.0 | -6
O=C(c1ccc(Cl)c(S(=O)(=O)N2CCCC2)c1)N1CCN(Cc2ccccc2)CC1 | -9 | -18 | 0 | 0 | -3 | -1 | 0.0 | 3
CCCOc1ccc(-c2csc3nc[nH]c(=O)c23)cc1 | . | -4 | 11 | -1 | -2 | -15 | 0.0 | -48
CN1CCN(c2nc(Nc3ccccc3)nc(N)c2[N+](=O)[O-])CC1 | 6 | -4 | 0 | . | 2 | -2 | 0.1 | -7
O=C1CCC(C(=O)N2CCc3ccccc3C2)CN1CCCN1CCOCC1 (configuration not stated) | . | -2 | -6 | -1 | 0 | -13 | 0.1 | 3
COc1ccc(NC(=O)C[C@H]2C(=O)N(CCc3ccccc3)C[C@@H]2CSC)cc1 | 1 | -4 | 4 | -2 | . | 0 | -0.1 | -4
CCOC(=O)c1sc2ncn(/N=C/c3ccc(O)cc3)c(=O)c2c1C | 3 | -3 | . | . | 3 | 4 | -0.1 | -6
CCOc1ccccc1N=Cc1c(O)c2ccccc2oc1=O | . | -14 | 11 | 1 | 0 | -3 | 0.0 | 12
Next records:
SMILES | PGC1a acetyl inh | S100A4 MyoIIA | C2C12 statin | Cneo AK release | ERAP1 inh | SIRT5 block | XiGFP reactiv | LGR2 antag
NC(=O)c1ccsc1NC(=O)COC(=O)[C@@H]1CCCN1C(=O)c1cccs1 | . | -2 | . | . | -3 | -1 | 0.0 | 8
CCCNC(=O)N1[C@H](CO)[C@@H]2c3ccccc3N(C(=O)Nc3ccccc3)C[C@@H]21 | 9 | . | 5 | . | . | . | 0.6 | 2
Cc1cccc(NC(=S)NCc2ccc3[nH]c4c(c3c2)CCCC4)c1 | . | 0 | -11 | 2 | 1 | -2 | 0.1 | -14
CCC(=O)N1C[C@@H](C)[C@H](OC)CN(C)C(=O)c2ccc(NC(=O)c3ccccc3)cc2OC[C@H]1C | -3 | 1 | 3 | -2 | -2 | 3 | 0.2 | 17
CC(NC(=O)c1ccc2ccccc2n1)c1ccc(S(N)(=O)=O)cc1 (configuration not stated) | . | 2 | 2 | -1 | -1 | 4 | 0.4 | -16
O=C(Cc1ccc([N+](=O)[O-])cc1)Nc1ccc2c(c1)OCO2 | . | 0 | . | . | -2 | -2 | 0.0 | -24
Nc1cc(=O)[nH]c(SCC(=O)Nc2cccc([N+](=O)[O-])c2)n1 | -10 | -1 | 3 | 0 | -3 | 2 | -0.7 | -17
CN(C)CC(=O)N1CC(=O)N2[C@@H](CO)[C@H](c3ccc(-c4ccc(C#N)cc4)cc3)[C@@H]2C1 | -9 | 17 | . | . | 2 | 5 | 0.7 | 4
O=C(N/N=C/c1cc(Br)cc(Br)c1O)c1cccc(S(=O)(=O)N2CCOCC2)c1 | 1 | 3 | . | . | 2 | 0 | 0.0 | 7
Cc1ccc(Nc2nnc(SCC(=O)NCCN3C(=O)CSC3=O)s2)cc1C | 3 | -1 | . | -4 | 1 | -1 | 0.1 | 0
CN(C)CC(=O)Nc1ccc2c(c1)[C@H]1C[C@H](CC(=O)NCc3ccncc3)O[C@H](CO)[C@H]1O2 | 3 | 4 | 0 | 7 | -2 | -5 | 0.7 | -27
C[C@H]1CN([C@@H](C)CO)C(=O)c2cccc(NC(=O)C3CCOCC3)c2O[C@@H]1CN(C)Cc1ccc(Cl)c(Cl)c1 | -4 | 0 | -42 | 50 | 2 | 3 | 0.0 | -3
CCCN(C)C[C@H]1Oc2cc(C#Cc3ccccc3OC)ccc2S(=O)(=O)N([C@H](C)CO)C[C@H]1C | -20 | -8 | -11 | -11 | 3 | -7 | -0.1 | 14
COc1cccc(C(C)=NNc2ccc([N+](=O)[O-])cc2[N+](=O)[O-])c1OC | 0 | 8 | -6 | -1 | -4 | -4 | 0.1 | -11
O=C(C[C@@H]1CC[C@@H]2[C@H](COC[C@H](O)CN2CCC(F)(F)F)O1)NCc1ccc(Oc2ccccc2)cc1 | -3 | -3 | 58 | 0 | -2 | 5 | 0.3 | 10
O=C(OCC(=O)N1CCOCC1)c1cc(F)c(F)cc1Cl | 6 | -10 | 2 | 3 | 1 | -2 | 0.0 | -19
CC(C)(C)c1nn2cnnc2n(/N=C/c2ccccc2)c1=O | . | 6 | . | . | 5 | -7 | -0.1 | 6
O=C1C(Cl)=C(Nc2ccc(O)cc2)C(=O)c2ccccc21 | . | 3 | . | . | 4 | -2 | -0.3 | 37
COc1ccccc1C(=O)Nc1ccc2c(c1)OCO2 | 11 | . | 114* | -4 | . | . | . | -57
COCCn1nnnc1C(c1ccc(Cl)cc1)N1CCSCC1 (configuration not stated) | -8 | -4 | -1 | 0 | 4 | -3 | . | -25
COc1cc(/C=C/c2cccc[n+]2C)ccc1OCC(=O)Nc1cccc(Cl)c1 | -5 | -4 | 13 | -1 | 14 | -1 | 0.0 | 7
O=C(Cc1cccnc1)N[C@H]1CC[C@@H](CCNS(=O)(=O)c2ccccc2Cl)O[C@H]1CO | 0 | -6 | 3 | -5 | -1 | 1 | 0.2 | -1
C[C@@H](NC(=O)C[C@H]1C[C@H]2c3cc(NC(=O)Nc4ccccc4F)ccc3O[C@H]2[C@@H](CO)O1)c1ccccc1 | 1 | 23 | 4 | -4 | -1 | 2 | 0.1 | -1
CC=Cc1ccc2n(c1=O)C[C@H]1[C@H](CO)[C@@H](C(=O)NCCOC)[C@@H]2N1Cc1nccs1 (mixture of isomers) | . | 9 | -15 | -6 | 8 | -27 | 0.3 | 4
CCOC(=O)Cn1c2ccccc2c2nc(C)sc21 | . | 3 | . | . | 4 | 2 | 0.0 | -24
COc1ccc(S(=O)(=O)N(C)C[C@@H]2Oc3c(NS(C)(=O)=O)cccc3C(=O)N([C@@H](C)CO)C[C@H]2C)cc1 | -5&0 | -13&-2 | 2 | 1&-2 | 0&-2 | 20*! | -1.3&0.3 | 6&-1
C[C@H](CO)N1C[C@H](C)[C@H](CN(C)C(=O)Nc2cccc3ccccc23)Oc2ccc(NC(=O)c3ccncc3)cc2CC1=O | 23 | -1 | 29 | 6 | -5 | -1 | 0.1 | -31
Cc1cc(NC(=O)CC(F)(F)F)n(-c2ccccc2)n1 | 35 | 0 | -13 | -3 | -2 | -1 | 0.0 | 3

Screening data deposited in PubChem by Broad Institute.
